KinaseGlo FLuc: Counterscreen for Luciferase (Kinase-Glo TM) Inhibition; Luciferin 4-monooxygenase (Photuris pensylvanica), Q27757; Kinase-Glo luciferase, ATP luminescence, 8 min; Potency, µM (series often up to 38.3 µM), without a hit: top-dose activity change, negative = inhibition, hits mostly inhibitors; hit rate 0.28% among 200,000; AID 1379, 2008; note: % is set by controls: 0 for no effect and ±100 for the full control effect; nearly all actives have a fitted effect of over 60% in size
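Substrate mix (final 50 mM imidazole pH 7.2, 50 mM KCl, 7 mM MgCl2, 10 uM ATP, 0.01% Tween 20, 0.05% BSA) plus pin-tool compound, then Kinase-Glo detection mix; 8 min ambient, luminescence read.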
RECQ1 helicase: qHTS Assay for Inhibitors of RecQ-Like Dna Helicase 1 (RECQ1) | hit rate 0.54% among 240,000 | ATP-dependent DNA helicase Q1 (Homo sapiens), P46063 | Potency, µM (titrated, usually from 57.3 µM), without a hit: at the top dose activity, negative = inhibition, hits mostly inhibitors | RECQ1 DNA unwinding, red fluorescence kinetic read | AID 2549, 2010;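 note: plate controls were vehicle for no effect and no enzyme for full effect; nearly all actives have a fitted effect of over 30% in size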
Target sequence (P46063 whole entry, looked up): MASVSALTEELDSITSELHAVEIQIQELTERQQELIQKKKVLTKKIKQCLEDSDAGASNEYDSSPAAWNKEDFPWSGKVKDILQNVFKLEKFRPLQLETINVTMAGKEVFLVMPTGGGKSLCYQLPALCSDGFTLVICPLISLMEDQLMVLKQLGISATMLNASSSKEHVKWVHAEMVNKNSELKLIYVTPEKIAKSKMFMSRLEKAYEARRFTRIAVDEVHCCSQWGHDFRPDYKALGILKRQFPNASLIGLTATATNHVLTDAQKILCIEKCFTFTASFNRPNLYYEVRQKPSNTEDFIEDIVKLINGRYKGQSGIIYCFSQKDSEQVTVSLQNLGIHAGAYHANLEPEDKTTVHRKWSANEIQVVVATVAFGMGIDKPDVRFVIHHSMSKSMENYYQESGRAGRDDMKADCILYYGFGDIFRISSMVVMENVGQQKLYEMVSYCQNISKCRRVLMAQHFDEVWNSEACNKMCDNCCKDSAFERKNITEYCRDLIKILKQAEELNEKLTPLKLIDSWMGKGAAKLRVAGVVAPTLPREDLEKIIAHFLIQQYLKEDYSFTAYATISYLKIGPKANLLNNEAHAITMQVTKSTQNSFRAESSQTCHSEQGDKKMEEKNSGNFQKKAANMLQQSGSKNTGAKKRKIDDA
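RECQ1T1 50 nM; forked duplex (20 bp + 30-nt ss tails) 200 nM, ATP 2 mM final; pH 8.0, 2 mM MgCl2, 2.5 ug/ml poly(dI-dC); 15 min compound preincubation; discontinuous kinetic read over 2 h at RT.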
KDM4E inh: qHTS Assay for Inhibitors of Human Jumonji Domain Containing 2E (JMJD2E); Lysine-specific demethylase 4E (Homo sapiens), B2RXH2; JMJD2E catalytic domain, FDH-coupled NADH fluorescence (FDH is formaldehyde dehydrogenase); Potency, µM (highest dose often 57.1 µM), for inactives: top-dose activity change, negative = inhibition, most hits filed as inhibitors; hit rate 1.6% among 230,000; AID 2147, 2009; active = well fitted inhibition curve with a large enough effect, not every such curve was filed as active; inconclusive = small, poorly fitted or top-dose-only effect, or another doubt; inactive = no such curve, though single readings can be large or run the other way;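 note: 0% = wells with enzyme and -100% = buffer wells without enzyme; nearly all actives have a fitted effect of over 50% in size; many of its hits are not listed in these tables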
IMPase Li cell: qHTS Assay for Identifying the Cell-Membrane Permeable IMPase Inhibitors: Potentiation with Lithium | CHO-M1 cells, IP1 TR-FRET (IP-One), carbachol + lithium | Potency, µM (doses to about 59.4 µM), for the others: top-dose activity, negative = IMPase inhibition, actives largely listed as inhibitors | hit rate 0.35% among 210,000;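 note: IP1 builds up when IMPase is blocked and the TR-FRET signal falls; plate controls were basal vehicle for no effect and high inhibitor control for full effect; nearly all actives have a fitted effect of over 50% in size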
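Concentration–response in CHO-M1 cells, lithium-potentiated; 30 min at 37C. IP1 detected by competitive TR-FRET after 10 min lysis at RT. Hill-fitted AC50.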
SMN2 splice up: qHTS Assay for Enhancers of SMN2 Splice Variant Expression; HEK293 SMN2-luciferase splicing reporter, luminescence, 30-36 h; Potency, µM (doses to about 46.1 µM), without a hit: top-dose activity change, positive = activation, usual class: activators; hit rate 2.8% among 210,000; AID 1458, 2008; note: % of control where 0% means no effect; nearly all actives have a fitted effect of over 55% in size
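qHTS luciferase splicing reporter: luminescence rises when SMN2 exon 7 is included in transfected HEK293 cells. Compound exposure lasted 30-36 h at 37C, with 4.5 mM final sodium butyrate as control, followed by a ONE-Glo read.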
GoLoco inh red: qHTS Assay for Inhibitors of RGS12 GoLoco Motif Activity (Red Fluorophore); Gai1:RGS12 GoLoco peptide FP, rhodamine, 10 min; Potency, µM (doses to about 61.6 µM), for the others: top-dose activity, negative = inhibition, usual class: inhibitors; hit rate 0.44% among 230,000; AID 880, 2007; active = well fitted inhibition curve with a large enough effect, not every such curve was filed as active; inactive = no such curve, though single readings can be large or run the other way; note: % is set by controls: 0 for no effect and ±100 for the full control effect; nearly all actives have a fitted effect of over 30% in size; many of its hits are not listed in these tables
Epigenetic derep: Quantitative High-Throughput Screen for Regulators of Epigenetic Control; Potency, µM (series often up to 53.9 µM), for the others: top-dose GFP activation, most hits filed as activators; hit rate 0.2% among 280,000; AID 1865, 2009; murine LDR cells, GFP reporter derepression, 30 h; note: % of control where 0% means no effect; nearly all actives have a fitted effect of over 60% in size
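Readout is the number of GFP-expressing murine LDR cells, counted by cytometry following washing. Cells were treated with compound for 30 h at 37 C; the stably integrated CMV-GFP locus is normally silent.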
NPSR antag: qHTS Assay for Antagonists of the Neuropeptide S Receptor: cAMP Signal Transduction; AID 1461, 2008; Potency, µM (titrated, usually from 38.3 µM), for the others: top-dose activity change, negative = inhibition, actives largely listed as inhibitors; CHO-NPSR cells, cAMP TR-FRET, antagonist mode; Q6W5P4; hit rate 1% among 220,000; note: % is set by controls: 0 for no effect and ±100 for the full control effect; nearly all actives have a fitted effect of over 50% in size; many of its hits are not listed in these tables
Target sequence (Q6W5P4 whole entry, looked up): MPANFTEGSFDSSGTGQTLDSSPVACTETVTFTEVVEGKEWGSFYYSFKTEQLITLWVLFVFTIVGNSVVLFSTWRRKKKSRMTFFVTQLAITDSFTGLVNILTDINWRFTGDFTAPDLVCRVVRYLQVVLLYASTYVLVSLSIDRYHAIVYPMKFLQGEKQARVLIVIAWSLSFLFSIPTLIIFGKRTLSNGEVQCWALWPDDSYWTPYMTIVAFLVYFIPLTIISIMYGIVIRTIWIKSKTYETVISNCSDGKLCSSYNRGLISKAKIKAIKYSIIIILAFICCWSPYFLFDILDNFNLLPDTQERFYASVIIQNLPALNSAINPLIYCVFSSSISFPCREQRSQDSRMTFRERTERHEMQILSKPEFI
* hit, by the source's call; i = inactive; u = inconclusive; x = not tested or not shown; [ ] = dose if it differs, or a comment. Unless noted, calls come from the whole dose curve; as a rule, active = well fitted curve in the direction sought with a large enough effect; inconclusive = small, poorly fitted or top-dose-only effect, or another doubt; inactive = no such curve, though single readings can be large; an effect the other way counts as inactive or inconclusive. Potency is the fitted concentration of half-maximal effect.

no. | structure | KinaseGlo FLuc | RECQ1 helicase | KDM4E inh | IMPase Li cell
1 | Cc1ccc(NC(=S)NC(=O)c2ccc(Br)o2)c(C)c1 | -2% | 22% | 2% | -9%
2 | Cc1oc2c(CN3CCOCC3)c(O)ccc2c(=O)c1-c1ccccc1 | -7% | i | u | -16%[38.3 µM]
3 | CC1(C)CC(=O)c2sc(NC(=O)C3COc4ccccc4O3)nc2C1 (stereo unspecified) | 4% | -2% | u | 2%[38.3 µM]
4 | Cc1cc(C)cc(NC(=O)C2CCCN(c3nc(C)cc(C)n3)C2)c1 (stereo unspecified) | 3% | -5% | -1% | -3%[38.3 µM]
5 | O=C(Cn1c(-c2cscn2)nc2ccccc21)Nc1ccc2ccccc2c1 | -9% | -3% | -14% | 1%[38.3 µM]
6 | COc1ccccc1NC(=O)c1ccc(NS(=O)(=O)c2ccc(F)c(F)c2F)cc1 | -3% | -3% | 2% | -3%
7 | Cc1noc2ncnc(Sc3ccccc3Cl)c12 | -1% | i | -4% | 29%[38.3 µM]
8 | COc1cccc(NC(=S)N(CCCN2CCOCC2)C(C)c2cc3ccccc3o2)c1 (stereo unspecified) | 0% | -1% | 3% | 12%
9 | O=C(Nc1ccc(F)cc1)Nc1ccc(Cl)cn1 | 2% | 1% | 5% | 0%[38.3 µM]
10 | CCn1cc(C(=O)NCCOC)c(=O)c2ccc(C)nc21 | 1% | 18% | 8% | 6%[38.3 µM]
11 | COc1cccc(OC)c1C(=O)NC(=S)Nc1ccc2c(c1)C(=O)N(C)C2=O | -2% | 0% | -3% | 1%
12 | Cc1ccc(-c2cc(-c3ccco3)c3c(N)c(C(=O)NN)oc3n2)cc1 | x | -2% | 3.2µM* | x
13 | Cc1ccc(C(O)(C(=O)NNS(=O)(=O)c2ccc(C)cc2)c2ccc(C)cc2)cc1 | -1% | 4% | -5% | 2%
14 | Cc1ccc(C)c(S(=O)(=O)N/N=C/c2cccnc2)c1 | 4% | -22% | 0% | -2%
15 | CCN(CC)C(=O)CC(c1ccc(N(C)C)cc1)c1c(O)cc(OC)cc1OC (stereo unspecified) | x | -13% | 2% | x

no. | SMN2 splice up | GoLoco inh red | Epigenetic derep | NPSR antag
1 | 8.9µM* | 6% | -1.1% | -33%
2 | -11% | 10% | 0.0% | -17%[46.1 µM]
3 | 13µM* | 2% | -0.8% | -2%[46.1 µM]
4 | -8% | 6% | -8.5% | -17%[46.1 µM]
5 | -11% | 3% | 0.0% | -27%[46.1 µM]
6 | 3% | -16% | -1.3% | -31%
7 | x | -8% | 1.2% | -16%[46.1 µM]
8 | -9% | 4% | -4.6% | -41%
9 | u | 7% | 2.9% | -1%[46.1 µM]
10 | 12% | -2% | -1.0% | 4%[46.1 µM]
11 | u | 2% | 5.1% | 2%
12 | x | 29% | 11% | 26%
13 | -30% | 2% | 4.1% | -40%
14 | u | -3% | 0.0% | 3%
15 | x | -8% | 1.1% | 3%

New compounds follow
no. | structure | KinaseGlo FLuc | RECQ1 helicase | KDM4E inh | IMPase Li cell
16 | COc1cc(C)ccc1S(=O)(=O)N1CCN(C23CC4CC(CC(C4)C2)C3)CC1 | -4% | i | -1% | 43%[activator][38.3 µM]
17 | CCC(NC(=O)/C(=C\c1ccc2c(c1)OCO2)NC(C)=O)C(=O)O (stereo unspecified) | 0% | -6% | -27% | 1%
18 | Cc1ccc(C)c(S(=O)(=O)Nc2ccccc2C(=O)Nc2ccc(S(=O)(=O)Nc3ncccn3)cc2)c1 | 5% | -22% | u | -12%
19 | COc1cccc(NC(=O)CCS(=O)(=O)c2cccs2)c1 | 0% | -12% | 7% | 9%[38.3 µM]
20 | COc1ccc(Cc2nn3c(Cn4nnc5ccccc54)nnc3s2)cc1 | 1% | -13% | -6% | -7%[38.3 µM]
21 | COc1cccc(CN(C(=O)c2cc3ccccc3oc2=O)C2CC2)c1 | -1% | -1% | 3% | 25%[38.3 µM]
22 | Fc1ccc(C(c2nnnn2C2CCCC2)N(Cc2ccco2)CC2CCCO2)cc1 (stereo unspecified) | -3% | 0% | 0% | 37%[activator][38.3 µM]
23 | Cc1cccc2cc(CN(Cc3ccc(F)cc3)C(=O)C(F)(F)F)c3nnnn3c12 | -1% | -4% | 3% | 17%
24 | COCCn1c(C)cc(C(=O)COC(=O)c2ccc(NC(=O)CC#N)cc2)c1C | -3% | 32µM* | -19% | 24%[38.3 µM]
25 | Cc1cc(NC(=O)OC(C)C)ccc1-c1ccc(NC(=O)OC(C)C)cc1C | x | -3% | u | x
26 | C=CCOC(=O)CN1C(=O)c2ccccc2C1=O | 6% | -8% | 5% | -3%[38.3 µM]
27 | Cc1ccc(-c2ccc(NC(=O)C3C4C=CC(C4)C3C(=O)O)cc2)o1 (stereo unspecified) | 1% | -3% | u | 7%[38.3 µM]
28 | Cc1nnc(SCC(=O)c2cc(C)n(-c3c(C)n(C)n(-c4ccccc4)c3=O)c2C)s1 | 1% | -1% | -5% | -28%[38.3 µM]
29 | COc1ccc(OC(C)c2nnc(N)s2)cc1 (stereo unspecified) | -1% | i | -4% | -3%
30 | N#CC1=C(SCC(=O)c2cc3ccccc3oc2=O)NC(=O)C(C#N)C12CCCC2 (stereo unspecified) | -3% | u | u | 9%

no. | SMN2 splice up | GoLoco inh red | Epigenetic derep | NPSR antag
16 | 0% | -4% | -1.0% | -10%[46.1 µM]
17 | 8% | 3% | 5.5% | 5%
18 | 6% | 8% | 0.0% | -4%
19 | u | -13% | 1.1% | 0%[46.1 µM]
20 | -59%[inhibitor] | -4% | -11% | -23%[46.1 µM]
21 | 17% | -5% | -1.1% | 3%[46.1 µM]
22 | -12% | 4% | 0.0% | u
23 | -11% | 8% | 0.0% | -25%[46.1 µM]
24 | 11µM* | 44%[activator] | -1.0% | -10%[46.1 µM]
25 | x | 5% | 0.0% | 12%
26 | -16% | 3% | 0.6% | u
27 | -28% | -15% | 0.8% | -11%[46.1 µM]
28 | -8% | 1% | -1.5% | 1%[7.67 µM]
29 | x | 2% | 1.0% | -3%
30 | 15% | 61%[activator] | 1.2% | -15%[46.1 µM]

The list goes on.
no. | structure | KinaseGlo FLuc | RECQ1 helicase | KDM4E inh | IMPase Li cell
31 | COc1ccc(NC(=O)COC(=O)CCCc2c[nH]c3ccccc23)cc1 | -4% | 6% | 13% | 28%[38.3 µM]
32 | Cc1ccccc1N(CC(=O)NCCSC1CCCCC1)S(=O)(=O)c1ccccc1 | -3% | -3% | 16% | 10%[38.3 µM]
33 | CSCCC1NC(=O)N(CC(=O)Nc2c(Cl)cc(Cl)cc2Cl)C1=O (stereo unspecified) | -4% | -8% | 0% | 10%[38.3 µM]
34 | COc1ccc(C2=C(C)CC(C)(C)NC2=O)cc1OC | -3% | -1% | 10% | 10%[38.3 µM]
35 | O=C(Nc1ccccc1)N1CCc2ccccc21 | u | -1% | 4% | 3%
36 | CCS(=O)(=O)c1ccc2oc(SCC(=O)NCCc3ccc(F)cc3)nc2c1 | 1% | -4% | -10% | 4%
37 | CC(=O)c1cccc(CN2CCN(C(C)C)C(CCO)C2)c1 (stereo unspecified) | x | i | 0% | 9%
38 | O=C1N(O)C2(C=CCCC2)/C(=N\O)C12CCCCC2 (stereo unspecified) | -4% | 0% | -4% | -3%[38.3 µM]
39 | CC(C)C[C@H](NC(=O)c1[nH]cnc1C(=O)Nc1ccc(CNC(=O)OC(C)(C)C)cc1)C(=O)OC(C)(C)C | x | -14% | -13% | x
40 | COc1ccc(N2CCN(C(=O)c3cccc(Br)c3)CC2)c([N+](=O)[O-])c1 | 0% | i | 0% | 17%
41 | Cn1c2ccccc2n2c(=O)c(=O)n(CC(=O)c3ccc(F)cc3)nc12 | -8% | -4% | 0% | -12%[38.3 µM]
42 | CCCC(C)NCC(=O)Nc1ccccc1-c1ccccc1 (stereo unspecified) | -7% | i | u | 32%[activator][38.3 µM]
43 | O=C(Oc1ccc([N+](=O)[O-])cc1)c1cc(-c2ccccc2)nc2ccccc12 | 0% | -4% | 0% | -4%[38.3 µM]
44 | Clc1ccc(/C(Cc2nc3ccccc3[nH]2)=N\Nc2ccccc2)cc1 | x | -15% | 22µM* | 13%
45 | COCCNC(=O)CN(c1ccccc1OC)S(C)(=O)=O | 14% | -2% | 2% | -10%[38.3 µM]
46 | CCOC(=O)c1c(-c2ccccc2)csc1/N=C/C1C(=O)CCCC1=O | 1% | -1% | -15% | -9%
47 | O=C(NC12CC3CC(CC(C3)C1)C2)N1CCN(C(=O)c2ccco2)CC1 | 1% | i | 4% | 6%
48 | Cc1ccc(NC(=O)c2sc(N)nc2-c2ccc([N+](=O)[O-])cc2)cc1C | x | 0% | -8% | x

no. | SMN2 splice up | GoLoco inh red | Epigenetic derep | NPSR antag
31 | -22% | 19% | -4.1% | 7%[46.1 µM]
32 | -20% | -1% | 0.0% | u
33 | 0% | 5% | 0.3% | 4%[46.1 µM]
34 | -4% | 7% | -7.4% | 14%[46.1 µM]
35 | 14µM* | -4% | 3.5% | -4%[46.1 µM]
36 | -17% | 5% | 0.1% | -2%
37 | x | -1% | -1.2% | -17%
38 | -1% | -10% | -7.2% | 9%[46.1 µM]
39 | x | 4% | u | u
40 | -14% | 10% | 0.9% | -19%
41 | -5% | 3% | -1.1% | -4%[46.1 µM]
42 | -8% | 11% | -0.4% | -12%[46.1 µM]
43 | -1% | 3% | 0.0% | -3%[46.1 µM]
44 | x | -30% | 1.1% | u
45 | -7% | 3% | 0.7% | -3%[46.1 µM]
46 | 7% | 37%[activator] | 5.8% | 6%
47 | 4% | 2% | -0.6% | -27%
48 | x | -13% | 2.8% | -14%

Not all compounds are listed; the hit share may differ from the screen's.
